ANO1 activ: TMEM16A chloride channel activators or potentiators, primary screen, cell-based, HTS; 340,000 compounds, 0.3% hits; HEK293 TMEM16A/YFP-H148Q/I152L, iodide quench fluorescence; active compounds read low; B-score at 10 µM;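 active = fluorescence-ratio B-score plate-corrected deviation score at least 3 library SD below zero, with starting fluorescence score within 5 deviations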;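 note: channel opened by trigger with iodide after compound preincubation; score built on the fluorescence ratio of max minus min over baseline; more negative score means more quench and so TMEM16A activation or potentiation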
DYRK1A inh: rat Dyrk1A kinase inhibitors, primary screen, biochemical, single point, plate reader; ADP-Glo luminescence, NFATc1 peptide; inhibition, % at 12.5 µM; 310,000 compounds, 0.43% hits; AID 504441, 2011; in the data active = inhibition above about 50%;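 note: plate controls were vehicle with enzyme for no effect and no enzyme for full effect; many of its hits are not listed in these tables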
hERG rescue: hERG rescue from dofetilide block, primary screen, cell-based, CHO-hERG, FluxOR thallium flux, dofetilide IC70; 310,000 compounds, 0.51% hits; AID 1511, 2009; activation (rescue from dofetilide block), less the hit threshold, % at 10 µM; Voltage-gated inwardly rectifying potassium channel KCNH2 (Homo sapiens), Q12809; dofetilide IC70 present;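 active = activation above the mean of controls blocked by dofetilide plus 5 SD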;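 note: thallium influx through hERG after potassium depolarization seen as dye fluorescence rise; in these data hits start at about 4.7%; inactives centre near -7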
TRPC4 agonist: activators of mouse TRPC4 channel, primary screen, Fluo4 calcium, HEK293 TRPC4beta/mu-opioid cells. Short transient receptor potential channel 4 (Mus musculus), Q9QUQ5. Fluo4 calcium fluorescence; active compounds read high. B-score at 10 µM. 310,000 compounds, 0.49% hits;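 active = B-score above 5 SD of library B-scores, and initial fluorescence ratio not above library mean plus 5 SD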;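 note: positive B-score marks a calcium rise read as TRPC4 activation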
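System: HEK293 cells stably co-expressing mouse TRPC4beta and mu-opioid receptor; Schedule: Fluo4 dye loading 45 min at room temperature, 110 s recording; Detection: Fluo4 fluorescence, kinetic; Evaluation: B-scored integrated calcium fluorescence ratio; Controls: buffer (low) and maximal DAMGO (high).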
HDAC3 inh: HDAC3 deacetylase inhibitors, primary screen, biochemical, fluorescence, cell-free homogeneous | Histone deacetylase 3 (Homo sapiens), O15379 | recombinant HDAC3, fluorogenic peptide/trypsin coupled | inhibition, % at 8.3 µM | 320,000 compounds, 0.15% hits | AID 2718, 2010; in the data active = inhibition above about 26%, passing the limit was not always enough
TMEM16A inh: TMEM16A chloride channel inhibitors, primary screen, cell-based, HTS; Anoctamin-1 (Mus musculus), Q8BHY3; HEK293 TMEM16A/YFP iodide influx fluorescence, ionomycin; normalized B-score (activity score, 25-100; higher = stronger inhibition) at 10 µM; 310,000 compounds, 1.2% hits; AID 588511, 2011;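 active = ratio plate-corrected score three or more library SD toward inhibition, starting fluorescence score within five deviations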;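 note: score derived from kinetic fluorescence span divided by baseline fluorescence per well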
KCNK9 block: KCNK9 potassium channel inhibitors, primary screen, HEK293 cells, thallium flux | Potassium channel subfamily K member 9 (Homo sapiens), Q9NPC2 | FluxOR thallium flux fluorescence; active compounds read low | B-score at 10 µM | 310,000 compounds, 1.2% hits;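 active = ratio B-score over 3 SD below the library mean, with starting fluorescence within 5 SD of its mean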;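 note: negative B-score means less thallium flux so channel inhibition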
KCNK3 inh: human KCNK3 channel inhibitors, primary screen, CHO cells, FluxOR thallium flux, B-score; FluxOR fluorescence; active compounds read low; B-score at 10 µM; 340,000 compounds, 0.84% hits; AID 602410, 2012;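 active = B-score under library mean minus 4 SD, starting fluorescence ratio at most library mean plus 5 SD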;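 note: more negative B-score means stronger inhibition of thallium flux through KCNK3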
Target sequence (O14649 whole entry, looked up): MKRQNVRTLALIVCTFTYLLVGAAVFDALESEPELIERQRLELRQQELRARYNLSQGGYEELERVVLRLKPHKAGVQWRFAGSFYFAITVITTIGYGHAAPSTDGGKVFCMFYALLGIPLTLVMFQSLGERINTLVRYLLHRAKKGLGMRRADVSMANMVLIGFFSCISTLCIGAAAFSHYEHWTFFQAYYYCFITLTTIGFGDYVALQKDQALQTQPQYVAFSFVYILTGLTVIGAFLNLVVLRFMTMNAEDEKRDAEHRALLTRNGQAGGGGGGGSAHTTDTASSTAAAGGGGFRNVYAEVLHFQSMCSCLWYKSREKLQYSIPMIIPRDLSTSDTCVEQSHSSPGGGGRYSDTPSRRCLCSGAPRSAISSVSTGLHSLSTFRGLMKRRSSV
TRPC4 potent: positive allosteric modulators of TRPC4, primary screen, cell-based, mouse TRPC4beta, HEK293 mu-opioid, Fluo-4 calcium; AID 2227, 2009; 310,000 compounds, 0.42% hits; B-score at 10 µM; Short transient receptor potential channel 4 (Mus musculus), Q9QUQ5; DAMGO EC20, Fluo-4 Ca2+ flux; active compounds read high;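 active = B-score of calcium response area above 5 SD of library B-scores, with initial fluorescence ratio within 5 SD of library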;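 note: B-score of integrated fluorescence ratio over time as area under calcium response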
KCNQ1 block: inhibitors of human KCNQ1 channel, primary screen, cell-based, thallium flux, high-throughput; CHO-K1 KCNQ1, FluxOR thallium flux fluorescence; active compounds read high; B-score at 10 µM; Potassium voltage-gated channel subfamily KQT member 1 (Homo sapiens), P51787; AID 2642, 2010; 310,000 compounds, 1.3% hits;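 active = compounds whose thallium flux B-score, printed positive for inhibition, exceeds three library SD while starting fluorescence stays within three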;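 note: channel opened by potassium depolarization with thallium stimulus after 20 min compound exposure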
Target sequence (P51787 whole entry, looked up): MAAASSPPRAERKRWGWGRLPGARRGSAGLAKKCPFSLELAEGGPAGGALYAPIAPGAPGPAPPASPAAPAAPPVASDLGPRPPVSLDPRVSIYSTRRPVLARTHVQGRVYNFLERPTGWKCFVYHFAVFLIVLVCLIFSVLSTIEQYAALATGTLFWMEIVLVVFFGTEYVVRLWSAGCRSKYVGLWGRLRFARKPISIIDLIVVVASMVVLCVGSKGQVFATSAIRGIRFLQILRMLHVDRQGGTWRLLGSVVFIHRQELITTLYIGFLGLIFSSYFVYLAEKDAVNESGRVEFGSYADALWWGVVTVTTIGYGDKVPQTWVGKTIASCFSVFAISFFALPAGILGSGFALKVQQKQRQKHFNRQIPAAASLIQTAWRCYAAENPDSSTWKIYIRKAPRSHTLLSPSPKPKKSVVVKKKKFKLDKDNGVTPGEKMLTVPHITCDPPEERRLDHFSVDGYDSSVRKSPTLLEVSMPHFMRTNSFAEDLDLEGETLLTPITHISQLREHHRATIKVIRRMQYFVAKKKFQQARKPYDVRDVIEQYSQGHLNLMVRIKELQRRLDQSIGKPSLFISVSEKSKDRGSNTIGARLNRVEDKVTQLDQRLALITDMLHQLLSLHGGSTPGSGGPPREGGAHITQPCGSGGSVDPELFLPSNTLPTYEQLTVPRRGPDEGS
KCNQ1 pot: potentiators or activators of KCNQ1 channel, primary screen, cell-based, thallium flux, high-throughput; B-score at 10 µM; Potassium voltage-gated channel subfamily KQT member 1 (Homo sapiens), P51787; 310,000 compounds, 0.35% hits; CHO-K1 KCNQ1, thallium flux FluxOR fluorescence; active compounds read high; AID 2648, 2010;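 active = fluorescence ratio B-score, a plate-corrected score, at least three library SD, with initial intensity B-score within 5 SD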
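Test system: CHO-K1 cells stably expressing KCNQ1 / Medium: assay buffer / Also added: depolarizing K+/Tl+ stimulus, K2SO4 and Tl2SO4 each 12.5 mM in 5x stock / Incubation: 90 min dye loading and 20 min compound exposure, both at room temperature / Signal: thallium influx via FluxOR fluorescence, kinetic imaging / Evaluation: B score of baseline-normalized fluorescence ratio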
An asterisk follows results filed as active; i = inactive; . = no result given. This is a subset; the hit share may differ from the screen's.

SMILES	ANO1 activ	DYRK1A inh	hERG rescue	TRPC4 agonist	HDAC3 inh	TMEM16A inh	KCNK9 block	KCNK3 inh	TRPC4 potent	KCNQ1 block	KCNQ1 pot
C/C(Cc1ccccc1)=N\NC(=O)CNC(=O)c1ccccc1O	i	4	-16	i	0	i	i	i	i	i	i
Cc1nnc(NC(=O)c2ccc(S(=O)(=O)N3CC(C)CC(C)C3)cc2)o1 (stereo not drawn)	i	-5	-8	i	3	i	i	i	i	i	i
Cc1ccc(-c2cnn(-c3cccc(C(F)(F)F)c3)c2N)cc1	i	-5	-7	i	-2	i	i	i	i	i	i
CCC(C)Nc1c2c(nc3c(-c4ccccc4)c(C)nn13)CCC2 (stereo not drawn)	i	1	-12	i	-2	i	i	i	i	i	i
Cc1cc(=O)nc2c3ccccc3n(CC(=O)NC(C)c3ccc4c(c3)OCCO4)n12 (stereo not drawn)	i	-1	-10	i	-8	i	i	i	i	i	i
Cc1ccc(NC(=O)CSCC(=O)N2CCOCC2)cc1	i	2	-16	i	1	i	i	i	i	i	i
Nc1nc(CSCc2ccccc2)nc(N2CCOCC2)n1	-15*	8	-11	i	-5	i	i	i	i	i	i
COc1ccccc1NC(=O)c1ccccc1C(=O)Nc1ccccc1OC	i	-3	-24	i	-8	i	i	i	i	i	i
Cc1ccccc1NC(=O)NC1CCS(=O)(=O)C1 (stereo not drawn)	i	0	-8	i	-2	i	i	i	i	i	i
CCOc1ccc(NC(=O)c2ccc(NC(=O)C3CCCO3)cc2)cc1 (stereo not drawn)	i	-2	-10	i	-1	i	i	i	i	i	i
CCO[C@H]1OC(C(=O)O)=C[C@@H](c2ccc3c(c2)OCO3)[C@@H]1CCCO	i	-2	-9	i	-1	i	i	i	i	i	i
Cc1ccc(S(=O)(=O)CCC(=O)NCc2ccccc2Cl)cc1	i	5	-5	i	.	i	i	i	i	i	i
CC1(C)Cc2c(c(N3CCOCC3)nc3sc4c(NCC5CCCO5)nnnc4c23)CS1 (stereo not drawn)	i	-2	-14	i	4	i	i	i	i	i	i
O=C(NCCN1CCN(c2ccccc2)CC1)c1cccn2c(=O)c3ccccc3nc12	i	10	-10	i	2	i	i	i	i	i	i
Cc1nnc(-c2ccco2)c2cn(-c3cccc(Br)c3)nc12	i	2	-3	i	-3	i	i	i	i	i	i
CCCN(C(=O)c1cc(S(=O)(=O)N2CCCCCC2)ccc1OC)C1CCS(=O)(=O)C1 (stereo not drawn)	i	-10	-17	i	1	i	i	i	i	i	i
COC(=O)c1ccc(C23CC4(C2)[C@H](CN(Cc2ccc(C(F)(F)F)cc2)[C@@H]4c2ccccc2)C3c2ccc(Cl)nc2)cc1 (stereo partly drawn)	.	.	-7	i	5	i	i	.	i	i	i
COCCCn1c(SCC(=O)N2CCc3ccccc32)nnc1-c1ccoc1C	i	2	-8	i	-5	i	i	i	i	i	i
COc1ccccc1N(CC(=O)NCC1CCCO1)C(=O)Cn1nnc(-c2cccs2)n1 (stereo not drawn)	i	-1	-5	i	1	i	i	i	i	i	i
O=C(NNC(=O)c1ccccc1Br)c1ccncc1	i	4	-4	i	5	i	i	i	i	i	i
CCOC(=O)c1sc(NC(=O)c2cc(S(=O)(=O)N3CCOCC3)ccc2C)nc1C	i	18	-9	i	1	i	i	i	i	i	i
COc1cccc(-c2nc(N)nc(SC)c2C#N)c1	i	-1	-3	i	-4	i	i	i	i	i	i
COc1ccc(OC)c2c1sc(=NC(=O)c1cccc(N3C(=O)CCC3=O)c1)n2C	i	-3	-6	i	-3	i	i	i	i	i	i
CN(C)S(=O)(=O)c1cccc(NC(=O)COC(=O)/C=C/c2ccco2)c1	i	5	-14	i	0	i	i	i	i	i	i
COc1ccc(CN(C(=O)c2cccc(OC)c2)C2CCS(=O)(=O)C2)cc1 (stereo not drawn)	i	.	-7	i	0	i	i	i	i	i	i
CCOc1ccc(C(CC(=O)O)NS(=O)(=O)c2ccc(C)cc2)cc1OC (stereo not drawn)	i	3	0	i	-1	i	i	i	i	i	i
O=C1COc2ccc(S(=O)(=O)N3CCc4ccccc43)cc2N1	i	-10	-6	i	0	i	i	i	i	i	i
CCNc1nc(NCC)n2c(SCC(=O)Nc3cccc(Cl)c3)nnc2n1	i	-7	-11	i	-2	i	i	i	i	i	i
Cc1cccc(C(=O)O/N=C(\N)CS(=O)(=O)c2ccccc2)c1	i	.	-6	i	5	i	i	i	i	i	i
CS(=O)(=O)N1CCN=C1SCc1ccc(F)cc1	i	-1	-11	i	-6	i	i	i	i	i	i
CN1CCN(C(=O)C2CCC(CNS(=O)(=O)c3cccc4cccnc34)CC2)CC1 (stereo not drawn)	i	0	-2	i	3	i	i	i	i	i	i
Cc1ccc(C)c(CSc2nnc(C)c(=O)[nH]2)c1	i	2	-13	i	6	i	i	i	i	i	i
COc1ccc(CN(C)C(=O)c2[nH]c(C)c(C(C)=O)c2C)c(OC)c1OC	i	3	-11	i	3	i	i	i	i	i	i
CC(C)NC(=O)C1CCN(C(=O)C(C(=O)c2ccccc2)n2cc(Cl)ccc2=O)CC1 (stereo not drawn)	i	2	-6	i	0	i	i	i	i	i	i
CCCC(NC(=O)CCc1c(C)c2cc3c(-c4ccccc4)coc3cc2oc1=O)C(=O)O (stereo not drawn)	i	2	-12	i	-3	i	i	i	i	i	i
CCOc1ccc2[nH]cc(S(=O)(=O)c3ccc(Cl)cc3)c(=O)c2c1	i	-1	-11	i	1	i	i	i	i	i	i
COc1ccc(NC(=O)CCNS(=O)(=O)c2cccc3nonc23)cc1	i	1	-8	i	4	i	i	i	i	i	i
CSc1nc2ccccc2n1Cc1c(Cl)cccc1Cl	i	8	-10	i	4	i	i	i	i	i	i
C#CCNc1nc(C)nc2c1nnn2Cc1ccccc1F	i	7	-3	i	5	i	i	i	i	i	i
COC(=O)c1sccc1NC(=O)C1C2C=CC(O2)C1C(=O)O (stereo not drawn)	i	4	-13	i	5	i	i	i	i	i	i
O=C(COc1ccc(S(=O)(=O)N2CCCC2)cc1)N1CCN(c2ccccc2F)CC1	i	-8	-8	i	-3	i	i	i	i	i	i
COc1ccc(CN2C(=O)c3cccnc3C2O)cc1 (stereo not drawn)	i	-5	-13	i	4	i	i	i	i	i	i
COc1ccc(OCC(O)Cn2c(=N)n(CCN3CCOCC3)c3ccccc32)cc1 (stereo not drawn)	i	8	0	i	-2	i	i	i	i	i	i
CCCN(CCC)CCNC(=O)C1c2ccccc2C(=O)N(CCOC)C1c1ccc(F)cc1 (stereo not drawn)	i	-1	-7	i	-1	i	i	i	i	i	i
CCOc1ccc(N(CC(=O)NCc2cccc(OC)c2)S(=O)(=O)c2c(C)noc2C)cc1	i	10	-8	i	3	i	i	i	i	i	i
Cc1ccc(CNC(=O)c2ccc(N3CCC4(CC3)CC(c3cccc(Br)c3)=NO4)c(NC(=O)c3ccco3)c2)cc1	i	8	-2	i	-4	i	i	i	i	i	i
Cn1cccc1C(NC(=O)c1ccccc1)C(Cl)(Cl)Cl (stereo not drawn)	i	0	-3	i	-4	i	i	i	i	i	i
COc1ccc(/C=N/NC(=O)c2cccc(NC(=O)c3ccc(F)cc3)c2)c(C(=O)O)c1OC	i	2	-10	i	7	i	i	i	i	i	i
COc1cccc(CNC(=O)C2CCC(=O)N(CCc3cccc(F)c3)C2)c1 (stereo not drawn)	i	-7	-9	i	3	i	i	i	i	i	i
CCc1ccc(-c2cc3c(=O)n(CC(=O)N4CCCC4)nc(C)n3n2)cc1	i	-6	-8	i	-2	i	i	i	i	i	i
Cc1onc(-c2ccccc2Cl)c1C(=O)NC(=S)NCC(=O)c1ccccc1	-9*	-5	-4	i	0	i	i	i	i	i	i
CCCCCCCNC(=O)COc1ccc2c(c1)C(=O)CC(C)(C)O2	i	-2	-10	i	-1	i	i	i	i	i	i
COc1ccccc1CC(=O)NCC(c1ccco1)N1CCCCC1 (stereo not drawn)	i	5	-16	i	0	i	i	i	i	i	i
O=C(Nc1ccc(F)c(Cl)c1)Nc1cnccn1	i	0	-3	i	-1	i	i	i	i	i	i
Cc1cccc(C)c1NC(=O)COC(=O)c1c2c(nc3ccccc13)/C(=C\c1ccc3c(c1)OCO3)CCC2	i	-2	.	.	4	i	.	i	.	.	.
CCOC(=O)Cc1csc(NC(=O)CSc2nnc3ccccn23)n1	i	.	-4	i	2	i	i	i	i	i	i
Cc1ccc(C)c(NC(=O)CSc2nc3c(oc4ccccc43)c(=O)n2-c2ccccc2)c1	i	-6	-5	i	-8	i	-7.9*	i	i	i	i
COc1ccccc1NS(=O)(=O)c1ccc(C)c(NC(=O)NCCCl)c1	i	-9	-18	i	.	i	i	i	i	i	i
COc1cccc2c1-c1c(C(=O)O)cccc1C2=O	i	0	-9	i	5	i	i	i	i	i	i
COc1ccccc1CN(C)C(=O)c1cc(-c2cccs2)nc2ccccc12	i	-3	-14	i	-7	i	i	-13*	i	i	i
Cc1c(NC(=O)Nc2ccccc2Cl)sc(=S)n1C	i	-2	-7	i	-8	i	i	i	i	i	i
